# PfHsp90 set2 – inhibits growth of yeast expressing Plasmodium falciparum Hsp90. actives 0.32% (n = 310,000). S. cerevisiae expressing PfHsp90, BacTiter-Glo ATP, 48 h; yeast lacking PDR1 and PDR3 efflux regulators. inhibition, % at 9.4 µM. AID 504621;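 active = every replicate shows inhibition above about 80%, whatever the replicate mean, limit read from the data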;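 note: 0% = DMSO neutral controls and 100% = 20 µM radicicol positive controls; yeast relying on Plasmodium falciparum Hsp90 in place of its own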
# SUMO Mot1 rescue – blocks SUMOylation pathway, rescuing yeast Mot1-301 growth; S. cerevisiae Mot1-301 growth rescue, ATP luminescence, 38.5C; percent above DMSO median, 100 means doubled; growth rescue, % at 18.8 µM; actives 1% (n = 320,000);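 active = every valid replicate shows activation above 250% relative to neutral control wells; inactive = the rest, any valid replicate at or below 250%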;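 note: OY570 slx delta 5 strain wells were the positive control but not used for scaling; some compounds called inactive have numbers as strong as hits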
# DSG3 Ab inh – human desmoglein-3 autoantibody binding inhibition. P32926. DSG3-coupled beads, scFv-anti-DSG3-GFP binding, flow cytometry; stronger effect = lower value. binding (percent of control), % at 10 µM. actives 0.48% (n = 310,000). AID 588358;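 active = binding more than 3 SD below its plate's average and above zero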;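 note: hits lower antibody fragment binding to DSG3; some compounds called inactive have numbers as strong as hits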
# Target sequence (P32926 whole entry, looked up, the tested form may be a part): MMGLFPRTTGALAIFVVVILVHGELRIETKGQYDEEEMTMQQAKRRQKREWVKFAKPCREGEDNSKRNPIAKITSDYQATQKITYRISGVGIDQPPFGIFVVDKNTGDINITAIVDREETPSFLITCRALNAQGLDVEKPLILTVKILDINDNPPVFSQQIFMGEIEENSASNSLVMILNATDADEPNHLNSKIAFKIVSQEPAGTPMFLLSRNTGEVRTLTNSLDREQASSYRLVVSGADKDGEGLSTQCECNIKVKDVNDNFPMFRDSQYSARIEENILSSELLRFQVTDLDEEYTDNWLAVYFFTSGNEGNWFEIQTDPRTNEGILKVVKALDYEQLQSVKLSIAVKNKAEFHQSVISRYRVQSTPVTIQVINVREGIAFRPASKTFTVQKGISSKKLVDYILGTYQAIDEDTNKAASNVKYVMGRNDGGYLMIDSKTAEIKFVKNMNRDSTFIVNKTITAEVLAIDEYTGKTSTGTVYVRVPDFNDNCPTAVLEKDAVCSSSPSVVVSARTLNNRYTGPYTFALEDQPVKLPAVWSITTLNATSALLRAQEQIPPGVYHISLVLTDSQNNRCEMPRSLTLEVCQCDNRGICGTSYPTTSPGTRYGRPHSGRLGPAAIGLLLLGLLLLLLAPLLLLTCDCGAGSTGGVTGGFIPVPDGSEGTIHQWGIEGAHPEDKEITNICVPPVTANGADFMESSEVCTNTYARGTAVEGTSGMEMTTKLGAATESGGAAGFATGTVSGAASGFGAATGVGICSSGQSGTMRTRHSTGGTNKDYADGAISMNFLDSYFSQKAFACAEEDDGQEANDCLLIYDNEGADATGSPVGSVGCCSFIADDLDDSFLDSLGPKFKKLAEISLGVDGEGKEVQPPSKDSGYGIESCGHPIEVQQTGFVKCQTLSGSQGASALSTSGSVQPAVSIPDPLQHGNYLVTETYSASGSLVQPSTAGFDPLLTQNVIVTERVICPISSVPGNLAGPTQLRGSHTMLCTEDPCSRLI
# phage Ecoli inh – E. coli growth loss with phage present; growth absorbance; inhibition, % at 11.9 µM; actives 0.26% (n = 360,000); AID 651602; in the data active = inhibition above about 11%
# OPRM1-OPRD1 inv – inverse agonists of human mu-delta opioid receptor heterodimerization | P35372+P41143 | cell-based MOR-DOR heterodimer luminescence, inverse agonism | inhibition, % at 9.3 µM | actives 0.21% (n = 340,000); in the data active = inhibition above about 22%, passing the limit was not always enough;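 note: 0% = cells with DMSO and 100% = wells without cells with DMSO; values of inactives mirror those of a sister screen read the other way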
# OPRM1-OPRD1 ag – OPRM1-OPRD1 heterodimerization agonism | actives 0.3% (n = 340,000) | cells, luminescence | activation, % at 9.3 µM | P35372+P41143; in the data active = activation above about 18%;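 note: 0% = vehicle-treated cells and 100% = reference agonist; values of inactives mirror those of a sister screen read the other way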
# PKA-R1A activ – activators of PKA-R1A complex; P00514+P68181; PKA-R1A dissociation, Cy5-IP20 fluorescence polarization; scaled: DMSO 0%, 113 µM cGMP 100%; activation, % at 11.4 µM; actives 0.083% (n = 340,000);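 active = percent activation above the mean of all tested compounds plus 3 SD, cut at about 19% in these data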;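 note: higher means more PKAc released from R1A so a rise in polarization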
# AddAB inh – less growth of phage-infected E. coli with AddAB; E. coli expressing H. pylori AddAB, absorbance growth; inhibition, % at 11.9 µM; actives 0.29% (n = 330,000); in the data active = inhibition above about 12%;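 note: 0% = vehicle wells of infected cells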
# HTR5A inv ctr – counter-screen for OPRM1-OPRD1 inverse agonists: human HTR5A inverse agonism; P47898; HTR5A cell line, luminescence; inhibition, % at 9.3 µM; actives 0.083% (n = 340,000); in the data active = inhibition mostly above about 23%, no sharp cut-off; inactive = mostly below about 18%;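 note: 0% = cells with DMSO and 100% = no-cell wells with DMSO; some compounds called inactive have numbers as strong as hits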
# Ecoli viability – reduces bacterial viability in AddAB counter-screen; E. coli V3065 growth, OD600 absorbance, 18 h; inhibition, % at 11.9 µM; actives 0.27% (n = 330,000);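 active = inhibition above the campaign's mean inhibition across all tested compounds plus 3 SD, cut at about 9.9% in these data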;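 note: uninfected addAB+ strain grown without phage in ampicillin broth; 0% = DMSO wells and 100% = ciprofloxacin 0.95 µg/ml wells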
# HTR5A ag – HTR5A agonism, opioid heterodimer counter-screen | P47898 | HTR5A agonist assay, luminescence, cell-based | activation, % at 9.3 µM | actives 0.61% (n = 340,000) | AID 504692; in the data active = activation mostly above about 9.5%, no sharp cut-off; inactive = mostly below about 7.6%;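 note: 0% = cells with vehicle only and 100% = reference agonist; strong numbers were not always called active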
# * marks the source's active call; other numbers are inactive results; / = no result given.
SMILES,PfHsp90 set2,SUMO Mot1 rescue,DSG3 Ab inh,phage Ecoli inh,OPRM1-OPRD1 inv,OPRM1-OPRD1 ag,PKA-R1A activ,AddAB inh,HTR5A inv ctr,Ecoli viability,HTR5A ag
O=C(CCc1ccncc1)N1CCCC(Nc2ccc(F)c(F)c2)C1 (centres undefined),6.0,-2.8,102.7,0.2,13.0,-2.5,-8.9,5.1,22.5,-0.1,-3.1
COc1cc(C)c(Br)cc1S(=O)(=O)N1CCCC1,-25.4,-8.5,101.9,2.5,14.3,-3.4,-11.9,3.6,-7.2,0.8,3.4
O=C(c1cccc(F)c1)N1CCN(C(=O)c2cc(-c3ccc(Cl)cc3Cl)on2)CC1,/,-9.1,100.2,-0.1,-19.2,3.2,-14.6,-0.8,12.7,-2.1,-5.5
O=C(CCC1CCCN(C(=O)C2(c3ccccc3)CC2)C1)N1CCN(c2ccccn2)CC1 (centres undefined),-5.2,-10.3,96.0,2.1,7.5,-1.3,-6.3,2.6,-0.3,-0.7,0.1
Cc1cc(Cl)c2oc(C(=O)N(C)Cc3ccon3)c(C)c2c1,-9.4,-5.2,99.0,2.4,9.5,-1.8,-6.8,0.8,-11.2,0.4,2.8
COc1ccc(S(=O)(=O)N2CCC(NC(=O)Nc3ccc(C)cc3)CC2)cc1,-5.0,567.7,99.8,5.1,7.1,-1.3,-6.4,-0.3,0.2,-0.6,-0.1
CSc1ncccc1C(=O)Nc1ccc2c(c1)OCO2,3.6,0.4,/,2.8,10.2,-2.6,-9.4,0.4,0.9,0.5,4.2
CN1CCN(c2ccc(S(=O)(=O)N3CCOCC3)cc2NC(=O)CC(C)(C)C)CC1,4.2,-9.1,/,0.8,5.8,-1.5,-5.0,2.6,5.2,2.3,-2.1
COc1cc(C(=O)OCC(=O)Nc2cc(C)on2)c([N+](=O)[O-])cc1OC,-18.4,-7.2,99.8,2.3,3.6,-0.7,3.1,2.0,-10.3,-1.8,3.8
COc1cccc(-c2cc(C(=O)NCc3cccs3)no2)c1,-28.4,37.4,92.8,2.8,-4.4,0.9,-3.3,1.6,-8.2,0.6,-1.6
Cc1cc(Br)c(S(=O)(=O)n2nnc3ccccc32)cc1C,-1.2,-5.7,97.1,0.9,11.4,-1.9,1.8,0.6,0.3,3.7,-0.1
Cc1nc2ccc3nc(NC(=O)c4ccc(S(=O)(=O)N5CCOCC5)cc4)sc3c2s1,-7.3,-2.0,99.2,-1.0,7.9,-1.4,-5.4,-0.3,6.4,-2.3,-0.7
COc1ccc(CSc2nc(C)cc(=O)[nH]2)cc1,0.6,5.9,/,1.9,8.6,-1.9,7.7,4.7,6.9,0.7,1.8
O=C(OCC(=O)N1CCc2ccccc21)c1ccncc1,18.3,-1.4,102.9,1.8,-1.6,0.4,6.6,0.1,1.0,-1.2,-1.6
O=C(Cn1ncc2c(=O)oc3ccccc3c21)NCC1COc2ccccc2O1 (centres undefined),4.7,11.0,88.3*,0.0,-8.7,1.7,-4.0,3.6,-4.0,0.2,1.5
Nc1c(-c2ccccc2)cnn1C1CCS(=O)(=O)C1 (centres undefined),-7.8,-13.7,122.2,3.6,1.5,-0.3,7.5,-0.6,-10.1,0.5,2.9
CCCCCc1nnc(NC(=O)C2CCCO2)s1 (centres undefined),-0.8,-3.0,100.5,0.3,2.8,-0.5,0.9,1.2,4.1,-1.3,2.8
COc1ccc(NC(=O)C(c2ccc(OC)cc2)N(C)C(=O)CC2NC(=O)NC2=O)cc1 (centres undefined),-4.7,25.0,100.3,0.7,0.7,-0.1,-5.1,3.5,-3.1,1.0,0.5
Cc1ccc([N+](=O)[O-])c(OCC(O)CNC(C)(C)C)c1 (centres undefined),/,15.7,110.2,2.8,/,/,/,-0.6,/,0.1,/
O=C1c2ccccc2C(=O)N1CCc1nc(-c2ccc(Cl)cc2)no1,-26.5,-7.6,95.3,3.2,-8.9,1.8,-6.8,0.0,-18.6,1.4,3.2

# Record cards, from the list above.
# `Cc1cc(Cl)c2oc(C(=O)N(C)Cc3ccon3)c(C)c2c1` reads PfHsp90 set2 = -9.4; SUMO Mot1 rescue = -5.2; DSG3 Ab inh = 99.0; phage Ecoli inh = 2.4; OPRM1-OPRD1 inv = 9.5; OPRM1-OPRD1 ag = -1.8; PKA-R1A activ = -6.8; AddAB inh = 0.8; HTR5A inv ctr = -11.2; Ecoli viability = 0.4; HTR5A ag = 2.8
# `O=C(OCC(=O)N1CCc2ccccc21)c1ccncc1` reads PfHsp90 set2 = 18.3; SUMO Mot1 rescue = -1.4; DSG3 Ab inh = 102.9; phage Ecoli inh = 1.8; OPRM1-OPRD1 inv = -1.6; OPRM1-OPRD1 ag = 0.4; PKA-R1A activ = 6.6; AddAB inh = 0.1; HTR5A inv ctr = 1.0; Ecoli viability = -1.2; HTR5A ag = -1.6
# `Cc1nc2ccc3nc(NC(=O)c4ccc(S(=O)(=O)N5CCOCC5)cc4)sc3c2s1` reads PfHsp90 set2 = -7.3; SUMO Mot1 rescue = -2.0; DSG3 Ab inh = 99.2; phage Ecoli inh = -1.0; OPRM1-OPRD1 inv = 7.9; OPRM1-OPRD1 ag = -1.4; PKA-R1A activ = -5.4; AddAB inh = -0.3; HTR5A inv ctr = 6.4; Ecoli viability = -2.3; HTR5A ag = -0.7

# (continued)
SMILES,PfHsp90 set2,SUMO Mot1 rescue,DSG3 Ab inh,phage Ecoli inh,OPRM1-OPRD1 inv,OPRM1-OPRD1 ag,PKA-R1A activ,AddAB inh,HTR5A inv ctr,Ecoli viability,HTR5A ag
CN(C(=O)CSc1ncccc1C(=O)O)c1ccccc1,/,2.4,100.3,-0.5,-9.5,1.7,9.3,-0.8,-25.4,0.9,-2.8
Cc1cc(S(=O)(=O)N2CCN(c3ccc(F)cc3)CC2)ccc1-n1cnnn1,-12.8,-1.1,102.7,-1.5,0.2,0.0,-0.3,3.6,-20.2,0.9,8.3
COc1ccccc1C(=O)N/N=C(\C)CC(=O)Nc1ccccc1NC(C)=O,-15.8,64.4,103.9,-3.0,9.1,-1.9,-3.4,1.4,2.6,-0.4,-0.7
Cn1c(=O)c2c(nc(SCCN3CCOCC3)n2C)n(C)c1=O,-31.8,9.8,110.7,3.7,9.6,-1.9,-0.8,4.7,-17.8,-1.2,-3.3
COC(=O)c1cc(C(=O)OC)cc(S(=O)(=O)Nc2ccc(Cl)c(N)c2)c1,-21.9,-15.0,96.7,2.4,-0.5,0.1,-9.3,-0.1,-25.4,1.4,7.0
CCOC(CCNC(=O)c1cn(-c2cccc(C)n2)cn1)OCC,16.1,14.1,106.1,0.5,11.7,-2.6,-8.8,2.7,3.0,0.4,0.9
COc1ccc(-c2nc(CN3CCN(C(=O)c4ccco4)CC3)c(C)o2)c(F)c1,3.2,-21.7,103.1,0.0,9.6,-1.9,7.3,1.8,-10.0,-0.1,4.2
COC(=O)c1ccccc1NC(=O)c1cccc(NC(=O)C(C)C)c1,-24.0,11.8,95.7,2.8,2.3,-0.3,-7.4,3.0,-0.1,0.8,-1.4
COc1ccc(-c2noc(-c3ccc(Br)o3)n2)cc1,3.4,403.0,106.3,1.8,-2.3,0.4,-18.5,3.1,0.4,0.2,7.2
Fc1cccc(Cl)c1CSc1ccc2nnc(-c3ccccn3)n2n1,-18.3,9.5,91.2,1.3,6.2,-1.3,-7.3,3.4,6.9,0.9,-2.5
CCn1c2ccccc2c2nnc(SCCN3CCCCC3)nc21,13.3,1.4,109.4,-1.2,-0.6,0.1,0.8,1.5,2.6,0.6,3.4
CCOC(=O)C1=C(C)N=C2c3ccccc3C(=O)C2C1c1ccc(Cl)cc1 (centres undefined),36.9,-18.7,98.1,0.0,-9.6,1.7,-9.8,-2.7,31.2,-1.8,-0.2
Cc1ccc(C(=O)C2=C(O)C(=O)N(Cc3cccnc3)C2c2ccc(Cl)cc2)o1 (centres undefined),11.4,-1.7,/,-2.1,-4.1,0.5,-8.3,3.3,2.6,0.8,-1.0
Cc1ccc(CN(C)CC(=O)NC(C)c2ccccc2)cc1 (centres undefined),6.1,-34.9,/,-1.8,6.1,-0.8,-8.2,0.8,-14.8,-2.0,5.5
CCOc1ccc(C(C)=O)cc1CN1c2ccc(S(N)(=O)=O)cc2CC1C (centres undefined),-13.2,65.3,99.0,-0.8,1.7,-0.3,4.9,2.2,-0.4,-3.2,-6.1
O=C(O)c1cc(/C=C/c2ccc(N3CCOCC3)c([N+](=O)[O-])c2)nc2ccccc12,1.3,126.9,98.2,-1.4,-3.2,0.6,-9.9,1.3,5.3,2.0,1.5
O=C(N/C(=C\c1ccc(-c2ccccc2)o1)C(=O)N1CCOCC1)c1ccccc1,-0.9,/,104.9,3.0,9.3,-1.8,-7.7,/,-5.8,/,2.1
O=C(NCCSc1c[nH]c2ccccc12)c1ccc2c(c1)OCO2,9.0,-9.5,104.9,3.4,-5.0,0.9,1.5,-1.6,18.2,0.3,2.2
O=C(Cn1nnc(-c2cccc(C(F)(F)F)c2)n1)NC(=O)NCc1ccco1,-10.0,2.3,103.9,2.4,-22.1,4.1,5.5,2.7,-16.7,3.4,5.9
Cc1ccc(CNC(=O)[C@H](C)NC(=O)C2CCN(C(=O)[C@@H]3CCCN3C(=O)OC(C)(C)C)CC2)cc1,19.4,6.3,103.1,-1.0,5.1,-1.0,1.4,1.9,4.7,0.2,1.0
O=C1CN(C(=O)C2CCC(=O)N(CCc3ccc(Cl)cc3)C2)CCN1 (centres undefined),8.5,-10.5,100.5,3.5,12.5,-2.3,-0.2,-2.1,3.8,-0.8,6.4
CN(C)c1cc(-c2ccccc2)nc(N)n1,-5.6,-1.8,100.4,1.4,9.4,-1.8,-9.6,3.4,-5.8,1.6,2.1
O=c1c2ccccc2[nH]c(=S)n1CCN1CCCCC1,1.7,1.7,105.7,0.7,21.3,-3.9,-7.0,-1.4,4.6,3.0,-1.4
Cc1ccn2c(-c3n[nH]c(=S)n3Cc3ccccc3)c(C)nc2c1,-1.0,11.0,115.0,2.5,-12.2,2.3,1.7,1.1,0.4,0.9,3.2
COc1ccc(C2/C(=C(\O)c3cccc(OC)c3)C(=O)C(=O)N2c2ccccn2)cc1 (centres undefined),/,194.2,104.1,1.6,11.4,-2.3,-2.5,1.2,13.3,0.3,-5.1
COc1cnc(SCc2ccc(Cl)cc2)nc1Cl,-25.7,289.8,100.7,0.8,-18.2,3.5,-5.2,-1.9,-14.5,-0.9,-5.1
CCc1ccc(C(C)NC(=O)c2ccncc2)cc1 (centres undefined),-36.8,-0.7,108.7,-1.8,8.2,-1.6,-8.7,2.5,-4.2,1.0,1.5
Cn1nccc1C(=O)N/N=C/c1cccnc1,7.7,9.3,110.6,2.2,12.8,-2.4,-5.7,0.8,-19.5,1.1,3.7
COc1ccc(-n2nc(C)cc2N)cc1,-3.6,-4.3,101.5,2.4,12.2,-2.4,-2.1,-1.4,2.3,0.0,10.3
Cn1c(CN2CCCC2)nc2cc(NS(=O)(=O)c3ccc(Cl)cc3)ccc21,2.8,0.0,106.5,-0.6,-21.5,3.6,0.1,1.8,-6.1,-0.6,0.7

# Compound activity as filed in PubChem.
